# GLS inh – qHTS for Inhibitors of Glutaminase (GLS) | Glutaminase kidney isoform, mitochondrial (Homo sapiens), O94925 | GLS enzymatic activity, qHTS titration | Potency, µM (highest dose often 45.5 µM), for the others: top-dose activity change, negative = inhibition, actives largely listed as inhibitors | actives 0.21% (n = 410,000); note: potency is the fitted concentration of half-maximal effect; % is set by controls: 0 for no effect and ±100 for the full control effect
#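 Glutamate formation by hKGA was monitored fluorometrically using coupled glutamate oxidase, HRP and Amplex Red. Substrate was added as 1 mM L-glutamine solution; incubation was 30 min at RT after an initial read.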
# RGS4 inhibitor – Inhibitors of Regulator of G Protein Signaling (RGS) 4: qHTS; Transcreener GDP fluorescence polarization, RGS4-accelerated GTP hydrolysis; Potency, µM (series often up to 114 µM), inactives show at the highest dose activity change, negative = inhibition, hits mostly inhibitors; actives 0.039% (n = 390,000); AID 504845, 2011; note: potency is the fitted concentration of half-maximal effect; % is set by controls: 0 for no effect and ±100 for the full control effect; nearly all actives have a fitted effect of over 75% in size; some results filed as inactive show a strong effect at the top dose
# Target sequence (P49798 whole entry, looked up): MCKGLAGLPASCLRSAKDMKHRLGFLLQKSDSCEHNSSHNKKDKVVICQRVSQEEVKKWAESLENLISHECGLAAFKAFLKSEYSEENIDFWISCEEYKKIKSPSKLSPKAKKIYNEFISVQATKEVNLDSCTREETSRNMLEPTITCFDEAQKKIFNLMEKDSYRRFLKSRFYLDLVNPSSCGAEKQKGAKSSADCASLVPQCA
#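 MLSMR compounds (23 nl, pin-transferred) preincubated 10 min at room temperature with a 500nM (2x) first reagent, then RGS4 at 900nM (2x) plus Transcreener GDP mix added; fluorescence polarization (620/688 nm) read before and after 90 min at 30 °C.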
# HP1b chromo inh – HTS for Inhibitors of HP1-beta Chromodomain Interactions with Methylated Histone Tails; Chromobox protein homolog 1 (Homo sapiens), P83916; AlphaScreen HP1-beta / biotin-H3K9me3 peptide binding; Potency, µM (top dose mostly 114 µM), for the others: at the highest dose activity change, negative = inhibition, most hits filed as inhibitors; actives 0.56% (n = 390,000); note: potency is the fitted concentration of half-maximal effect; nearly all actives have a fitted effect of over 70% in size; inactives centre near 23
# Target sequence (P83916 whole entry, looked up): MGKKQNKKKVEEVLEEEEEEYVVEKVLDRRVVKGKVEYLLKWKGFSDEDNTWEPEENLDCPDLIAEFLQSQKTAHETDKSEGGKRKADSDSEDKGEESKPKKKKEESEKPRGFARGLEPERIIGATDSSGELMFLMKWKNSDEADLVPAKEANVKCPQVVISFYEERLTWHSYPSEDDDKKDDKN
#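 AlphaScreen: HP1-beta (50 nM) preformed 30 min with biotin-H3(1-18)K9me3 peptide (50 nM) in PBS pH 7.4, 0.01% Tween-20. Compound added for 30 min at RT, then streptavidin donor/nickel chelate acceptor beads (10 ug/mL) for 30 min.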
# G9a inh – qHTS Assay for Inhibitors of Histone Lysine Methyltransferase G9a. G9a H3K9 monomethylation, AlphaScreen, 2 h. Potency, µM (top dose mostly 102 µM), for inactives: at the highest dose activity, negative = inhibition, most hits filed as inhibitors. actives 8.8% (n = 350,000); note: potency is the fitted concentration of half-maximal effect; % is set by controls: 0 for no effect and ±100 for the full control effect; nearly all actives have a fitted effect of over 75% in size
#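 AlphaScreen read-out: biotin-H3K9 peptide (500 nM) methylation by 20 nM enzyme with 20 uM SAM, 2 h at room temperature after 15 min compound preincubation; anti-monomethyl H3K9 antibody plus donor/acceptor beads, 10 min dark.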
# ALOX12 inh – Primary qHTS assay for inhibitors of human arachidonate 12S-lipoxygenase (ALOX12): Round 2; purified 12hLO, xylenol orange hydroperoxide absorbance; Polyunsaturated fatty acid lipoxygenase ALOX12 (Homo sapiens), P18054; actives 1.1% (n = 580,000); AID 1671190, 2021; Potency, µM (doses to about 108 µM), inactives show at the highest dose activity change, negative = inhibition, actives largely listed as inhibitors; note: potency is the fitted concentration of half-maximal effect; % is set by controls: 0 for no effect and ±100 for the full control effect
#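 Purified human 12hLO at 150 nM in 25 mM Hepes, 0.01% Triton X-100, pH 7.0, preincubated 15 min at room temperature with compound. Reaction started with 40 uM arachidonic acid, 30 min at room temperature. Hydroperoxide measured by Fe-xylenol orange, 573/405 nm absorbance ratio.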
# ERG Ets-DNA blk – qHTS for Small Molecule Inhibitors of the ERG Ets/DNA interaction | fluorescence polarization, His-ERG Ets domain / labelled DNA | Potency, µM (highest dose often 76.9 µM), for the others: at the highest dose FP activity, negative = inhibition, hits mostly inhibitors | actives 0.028% (n = 370,000); active = well fitted inhibition curve with a large enough effect in the polarisation, with a control signal flat; inconclusive = small, poorly fitted or top-dose-only effect, or effect the other way, or a change in a side signal; inactive = no such curve, though single readings can be large or run the other way; the % refers to the polarisation;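 note: polarization taken with two DNA probes labelled with fluorescein and Texas red; potency is the fitted concentration of half-maximal effect; % of control where 0% means no effect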
# Target sequence (P11308 whole entry, looked up, the tested form may be a part): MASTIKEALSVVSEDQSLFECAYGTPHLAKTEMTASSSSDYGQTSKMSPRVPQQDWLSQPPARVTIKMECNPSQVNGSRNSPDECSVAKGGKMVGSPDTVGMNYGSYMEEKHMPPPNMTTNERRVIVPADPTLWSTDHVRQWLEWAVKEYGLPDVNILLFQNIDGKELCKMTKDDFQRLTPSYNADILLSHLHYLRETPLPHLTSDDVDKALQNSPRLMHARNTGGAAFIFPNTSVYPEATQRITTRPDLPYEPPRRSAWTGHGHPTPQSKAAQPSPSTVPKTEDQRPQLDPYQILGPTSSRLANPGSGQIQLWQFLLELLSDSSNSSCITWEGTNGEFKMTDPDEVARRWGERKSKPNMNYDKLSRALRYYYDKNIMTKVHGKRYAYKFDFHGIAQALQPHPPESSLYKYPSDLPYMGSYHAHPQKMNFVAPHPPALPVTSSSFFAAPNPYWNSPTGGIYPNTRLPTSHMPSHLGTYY
#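 His-tagged ERG Ets domain (1 uM in the protein solution; 300mM KCl, 50mM Tris-HCl, 1mM EDTA, 1mM DTT, pH 7.5) received compound, then a probe mix of 5 nM fluorescein-DNA and 100nM Texas-615-DNA. Fluorescence polarization was read for both dyes.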
# PI4K2A inh – qHTS for small molecular inhibitors of PI4K2A; Phosphatidylinositol 4-kinase type 2-alpha (Homo sapiens), Q9BTU6; purified PI4K2A, ADP-Glo luminescence, 1 h; active compounds read low; activity change, negative = inhibition, % at 76.9 µM; actives 0.13% (n = 420,000); AID 1346378, 2018; in the data active = activity change below about -50%; inconclusive = mostly about -30% to -49%;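 note: -100% = wells without enzyme as full effect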
#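 Compounds are screened against recombinant PI4K2A using PI as substrate and ATP, the latter dispensed at 300 microM. Reactions run one hour at ambient temperature before ADP-Glo detection; full inhibition defined by wells lacking enzyme.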
# BAZ2B inh – qHTS Assay for Inhibitors of BAZ2B. Bromodomain adjacent to zinc finger domain protein 2B (Homo sapiens), Q9UIF8. AlphaScreen BAZ2B-H3K14Ac peptide displacement. Potency, µM (doses to about 114 µM), without a hit: at the top dose activity change, negative = inhibition, most hits filed as inhibitors. actives 4.4% (n = 360,000). AID 504333, 2011; note: potency is the fitted concentration of half-maximal effect; % is set by controls: 0 for no effect and ±100 for the full control effect; nearly all actives have a fitted effect of over 60% in size
#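 Multi-concentration screen (max 110 uM) measuring displacement of acetylated histone H3 peptide from BAZ2B by AlphaScreen, using 50 nM protein, 50 nM peptide and 10 ug/mL streptavidin donor plus Ni-chelate acceptor beads.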
# JMJD2A Tudor – qHTS Assay for Inhibitors of JMJD2A-Tudor Domain; actives 4.4% (n = 390,000); Potency, µM (highest dose often 114 µM), inactives show at the top dose activity change, negative = inhibition, hits mostly inhibitors; AlphaScreen JMJD2A-Tudor / H3K4me3 peptide binding; AID 504339, 2011; note: potency is the fitted concentration of half-maximal effect; % is set by controls: 0 for no effect and ±100 for the full control effect; nearly all actives have a fitted effect of over 50% in size
# Starred values were filed as active, the others as inactive; u = inconclusive; x = not tested or not shown; [ ] = another dose, or the depositor's remark. Unless noted, calls come from the whole dose curve; as a rule, active = well fitted curve in the direction sought with a large enough effect; inconclusive = small, poorly fitted or top-dose-only effect, or another doubt; inactive = no such curve, though single readings can be large; an effect the other way counts as inactive or inconclusive. This is a subset; the hit share may differ from the screen's.
no. | SMILES | GLS inh | RGS4 inhibitor | HP1b chromo inh | G9a inh | ALOX12 inh | ERG Ets-DNA blk | PI4K2A inh | BAZ2B inh | JMJD2A Tudor
1 | O=C(NCc1cccs1)C1CCC(CNS(=O)(=O)c2cccc3nsnc23)CC1 (stereo unspecified) | 2% | 19% | 19% | -5% | 1% | 6% | 2 | -1% | -15%
2 | COc1ccc(C(c2nnnn2Cc2ccccc2)N2CCN(c3nc4ccccc4s3)CC2)cc1OC (stereo unspecified) | 8% | 3% | 3% | 20µM* | u | -1% | 3 | -12% | 79µM*
3 | CC(C)C(NC(=O)c1c(F)cccc1F)C(=O)NCc1ccc(S(=O)(=O)N2CCOCC2)cc1 (stereo unspecified) | -6% | -1% | 54%[activator] | 37%[12.7 µM] | 1% | 1% | 2 | 9% | 5%
4 | O=C(Cn1nnc(-c2ccc(N3CCOCC3)cc2)n1)N1CCOCC1 | 1% | -13% | 35% | 11%[59 µM] | x | 2% | 1 | -4% | -14%
5 | O=C1NC(=Nc2ccc(F)cc2)CS1 | -2% | -28% | -14% | 32µM* | 4% | 19% | 3 | -11% | -21%
6 | Nc1c(C(=O)NCCC2=CCCCC2)sc2ccc(S(=O)(=O)N3CCCCC3)cc12 | 1% | 0% | 19% | u | 6% | 5% | 1 | -1% | -19%
7 | Cc1ccc(NS(=O)(=O)c2ccc(C(=O)N3CCN(c4ccccn4)CC3)cc2)cc1 | 0% | 17% | 1% | -40%[59 µM] | u | 1% | -1 | -15% | -24%
8 | COC(=O)c1ccccc1NC(=O)CSc1nc2ncccc2[nH]1 | -13% | 16% | 44%[activator] | -29% | 34%[activator] | -12% | -4 | -17% | -9%
9 | CCCCn1c(N)c(N(CC)C(=O)C2=NN(c3ccccc3)C(=O)CC2)c(=O)[nH]c1=O | 3% | 2% | 28% | -12%[12.7 µM] | 192%[activator] | x | 0 | 7% | 1%
10 | COc1ccccc1NC(=O)CSc1sc2c(O)cc(=O)[nH]c2c1C#N | -2% | -30% | -17% | 8.9µM* | -14% | -2% | 3 | u | u
11 | O=C(NCc1ccc(Cl)cc1)c1ccc(Cn2c(=O)c3cccn3c3cccnc32)cc1 | 5% | 21% | 9% | 3%[59 µM] | -12% | -6% | 0 | -12% | -16%
12 | COc1ccc(CCNC(=O)CCNC(=O)N2CC(=O)Nc3ccccc32)cc1 | 10% | -1%[11.4 µM] | 10% | 1% | 7% | -3% | -1 | 8% | u
13 | CC(C)(C)NS(=O)(=O)c1ccc(NC(=O)C(Sc2ccccc2)c2ccccc2)cc1 (stereo unspecified) | x | 18% | 22% | 26%[12.7 µM] | -15% | -1% | 1 | -4% | 0%
14 | Cc1cc(C)c2c(-c3ccc(F)cc3)c(C#N)c(=O)n(C)c2n1 | 2% | -8% | 7% | -7% | 11% | -6% | 0 | -2% | -10%
15 | CCOc1ccccc1-c1ccc(C(=O)NCc2ccccc2)o1 | 5% | -14% | -6% | 50µM* | -19% | 5% | 0 | u | u
16 | COc1ccccc1CCNC(=O)c1cccn1-c1nnc(N2CCCC2)s1 | -7% | 8% | 23% | -6%[59 µM] | -43% | 5% | 3 | -15% | 0%
17 | CN(N)c1nc(N2CCCC2)nc(N2CCCC2)n1 | 14µM* | -29% | 23% | x | 0% | 0% | 2 | x | -13%
18 | CCCN(CCC)C(=O)c1ccc2c(=O)n(Cc3ccco3)c(=S)[nH]c2c1 | 2% | -4%[56.9 µM] | 1% | u | u | 5% | -1 | -35% | -36%
19 | O=S(=O)(NCC1CCCO1)c1ccccc1F (stereo unspecified) | 8% | -1% | 19% | 20% | 1% | -2% | 8 | 1% | -2%
20 | Cc1ccc(CCNC(=O)CCNS(=O)(=O)c2ccc3c(c2)oc(=O)n3C)cc1 | 1% | 7% | 20% | 8%[12.7 µM] | 9% | -15% | 4 | 1% | -8%

# From entry 16 to 20, as listed above:
no. | SMILES | GLS inh | RGS4 inhibitor | HP1b chromo inh | G9a inh | ALOX12 inh | ERG Ets-DNA blk | PI4K2A inh | BAZ2B inh | JMJD2A Tudor
16 | COc1ccccc1CCNC(=O)c1cccn1-c1nnc(N2CCCC2)s1 | -7% | 8% | 23% | -6%[59 µM] | -43% | 5% | 3 | -15% | 0%
17 | CN(N)c1nc(N2CCCC2)nc(N2CCCC2)n1 | 14µM* | -29% | 23% | x | 0% | 0% | 2 | x | -13%
18 | CCCN(CCC)C(=O)c1ccc2c(=O)n(Cc3ccco3)c(=S)[nH]c2c1 | 2% | -4%[56.9 µM] | 1% | u | u | 5% | -1 | -35% | -36%
19 | O=S(=O)(NCC1CCCO1)c1ccccc1F (stereo unspecified) | 8% | -1% | 19% | 20% | 1% | -2% | 8 | 1% | -2%
20 | Cc1ccc(CCNC(=O)CCNS(=O)(=O)c2ccc3c(c2)oc(=O)n3C)cc1 | 1% | 7% | 20% | 8%[12.7 µM] | 9% | -15% | 4 | 1% | -8%

# The results go on.
no. | SMILES | GLS inh | RGS4 inhibitor | HP1b chromo inh | G9a inh | ALOX12 inh | ERG Ets-DNA blk | PI4K2A inh | BAZ2B inh | JMJD2A Tudor
21 | CS(=O)(=O)N(CCc1ccccc1)CC(=O)Nc1ccc(OCc2ccccc2)cc1 | 8% | -31% | 24% | 27% | 0% | -5% | 16 | -2% | -11%
22 | O=C(O)CC(NC(=O)C1CCCCC1)c1cc([N+](=O)[O-])ccc1Cl (stereo unspecified) | -16% | -1% | 39% | -2% | 5% | 3% | -1 | -7% | -4%
23 | C=CCNC(=S)NNC(=O)c1ccc(OC(C)C)cc1 | x | -10% | 51%[activator] | -7% | 2% | 3% | -1 | 8% | 13%
24 | NC(=O)c1c(NC(=O)c2cc3ccccc3o2)sc2c1CCC2 | 16% | -12% | 21% | u | -1% | -4% | -6 | -13% | -21%
25 | CC(=O)c1ccc(N(C(=O)c2csnn2)C(C(=O)NC(C)(C)C)c2cccs2)cc1 (stereo unspecified) | 2% | -23% | 75%[activator] | 14% | 16% | 5% | -2 | -13% | -7%
26 | O=C(C1CCCN(S(=O)(=O)c2ccccc2)C1)N1CCCc2ccccc21 (stereo unspecified) | -2% | 0% | 37% | -3%[59 µM] | 0% | -6% | -3 | -3% | -17%
27 | Cc1cc(NC(=O)Cn2nc(C(F)(F)F)c3c2CCC3)n(-c2ccccc2)n1 | -11% | 30% | 31% | -8% | u | 7% | 6 | 10% | -8%
28 | Cc1cc(Cl)ccc1OCc1n[nH]c(=S)n1C1CCCCC1 | u | -39%[56.9 µM] | -10% | u | u | 1% | 4 | u | -34%[57.1 µM]
29 | O=C(COC(=O)c1sc2ccccc2c1Cl)Nc1ncc(Cl)cc1Cl | 20% | -19% | 6%[57 µM] | u | u | 10% | -1 | -22% | -21%
30 | CCCCn1c(N)c(N(CCC(C)C)C(=O)c2cccc(N3C(=O)c4ccccc4C3=O)c2)c(=O)[nH]c1=O | 8% | 13% | 6% | x | 12% | x | 5 | x | -13%
31 | COc1ccc(C2NC(=O)CS2)cc1OC (stereo unspecified) | 5% | 13% | 38% | 22%[59 µM] | 0% | -1% | 3 | 6% | -6%
32 | COc1ccc(NC(=O)c2ccc(-c3nc(CSc4ccccc4)c(C)o3)cc2)c(OC)c1 | 7% | -15% | 41%[activator] | u | u | 0% | -6 | -20% | -17%
33 | Cc1cc(C)n(CC(O)COc2ccc(Cl)cc2Cl)n1 (stereo unspecified) | -5% | -10%[56.9 µM] | 82%[activator] | -2% | 4% | -4% | 3 | -3% | -4%
34 | CC(C)=C1C2CCC1C1C(=O)N(CCc3ccccc3)C(=O)C21 (stereo unspecified) | 0% | -30% | 17% | 8% | 14% | x | 46 | 2% | -11%
35 | CCOC(=O)CSc1cc(CS(C)(=O)=O)nc(-c2ccccn2)n1 | 0% | -4% | -2% | 35% | -1% | 13% | 0 | -16% | -16%
36 | CN(O)/C=C1\C(=O)Nc2ccccc21 | 25% | -16% | -9% | 50µM* | u | -10% | 2 | -6% | -28%
37 | Cc1ccc(Nc2nc(Nc3ccc(C)cc3)nc(SC3=NCCS3)n2)cc1 | 1% | 5% | -15% | u | -3% | -16% | 6 | -38% | u
38 | O=C(Nc1cccc(Br)c1)c1ccc2nc(N3C(=O)CCC3=O)sc2c1 | -15% | u | 10% | u | -13% | -4% | 0 | -3% | -10%
39 | C=CCNC(=O)c1ccc(-c2nc(-c3ccc(Cl)c(Cl)c3)cs2)cc1 | x | -24% | 13% | -11% | -14% | 1% | -18 | 3% | -29%
40 | CCCC1(c2ccccc2)NC(=O)N(CC(=O)Nc2cc(C)ccc2OC)C1=O (stereo unspecified) | -1% | -16% | 19% | 14% | -1% | 2% | 4 | -11% | -16%

# Screening data: PubChem, National Center for Advancing Translational Sciences (NCATS)
